# Assay outcomes deposited in PubChem BioAssay by National Center for Advancing Translational Sciences (NCATS).
# Casp7 inh: qHTS Assay for Allosteric/Competitive Inhibitors of Caspase-7. 75,000 tested, 0.02% active. AID 889, 2007. recombinant caspase-7, Ac-DEVD-AFC fluorescence rate. Potency, µM (series often up to 57.5 µM), for inactives: top-dose activity change, negative = inhibition, actives largely listed as inhibitors; active = well fitted inhibition curve with a large enough effect in the main read-out, with a control signal flat, not every such curve was filed as active; inconclusive = small, poorly fitted or top-dose-only effect, or a change in a side signal; also: potency is read from the fitted curve at half-maximal effect; % of control where 0% means no effect
# Target sequence (P55210 24-198 limits assumed): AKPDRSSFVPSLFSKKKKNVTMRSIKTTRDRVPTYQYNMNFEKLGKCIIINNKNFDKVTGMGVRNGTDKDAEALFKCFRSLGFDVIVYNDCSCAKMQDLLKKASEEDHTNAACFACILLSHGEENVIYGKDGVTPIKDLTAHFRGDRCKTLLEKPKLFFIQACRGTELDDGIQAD
# Target sequence (P55210 207-303 limits assumed): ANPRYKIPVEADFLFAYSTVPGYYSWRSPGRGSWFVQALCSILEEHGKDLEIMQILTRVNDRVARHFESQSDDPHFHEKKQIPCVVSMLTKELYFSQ
# ERK AVP block: qHTS Assay for Inhibitors of the ERK Signaling Pathway using a Homogeneous Screening Assay; 72,000 tested, 0.99% active; AID 995, 2007; HEK293-V1b, vasopressin-stimulated pERK AlphaScreen; Potency, µM (highest dose often 57.5 µM), for inactives: at the highest dose activity, negative = inhibition, actives largely listed as inhibitors; also: potency is read from the fitted curve at half-maximal effect; % is scaled to controls: 0 for no effect and ±100 for the full control effect; nearly all actives have a fitted effect of over 55% in size
#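 qHTS, compounds titrated on V1b-expressing HEK293 cells. Preincubation 30 min at 37C, vasopressin 25 nM for 5 min, lysis 10 min, bead incubation 5 hr at room temperature.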
# HEK293 cAMP ctrl: qHTS Assay for Agonists of the Thyroid Stimulating Hormone Receptor: Activators of Intracellular cAMP Concentrations in Parental HEK 293 | AID 938, 2007 | Potency, µM (top dose mostly 57.1 µM), for the others: at the highest dose activation, actives largely listed as activators | 73,000 tested, 2.5% active | parental HEK293 CNG cAMP sensor, membrane potential fluorescence; also: potency is read from the fitted curve at half-maximal effect; % of control where 0% means no effect; nearly all actives have a fitted effect of over 55% in size
#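 Parental HEK 293 cells stably expressing a cAMP-gated CNG channel were loaded with membrane potential dye containing 100 uM RO 20-1724 for 60 min. Compound added for 30 min; depolarization read as fluorescence intensity at 590 nm.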
# 4-MU autofl: qHTS Assay for Spectroscopic Profiling in 4-MU Spectral Region. compound autofluorescence, 340/450 nm, 4-MU equivalents; active compounds read high. max dye-equivalent concentration, M. 59,000 tested, 11% active; in the data active = max dye-equivalent concentration above about 10 nM; inconclusive = mostly about 1.1 nM to 9.6 nM
#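 Intrinsic fluorescence at 340/450 nm (ex/em) was read after 15 min at room temperature in pH 8.0, 100 mM Tris. Each compound concentration expressed as 4-MU-equivalent concentration from a six-point 4-MU standard series on each plate.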
# Texas Red fluor: qHTS Assay for Spectroscopic Profiling in Texas Red Spectral Region; Compound fluorescence, Texas Red channel, 547/618 nm; active compounds read high; max dye-equivalent concentration, M; 59,000 tested, 0.06% active; AID 587, 2007; in the data active = max dye-equivalent concentration above about 10 nM; inconclusive = between about 1.1 nM and that limit
#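 Dye-equivalent concentrations come from scaling compound signal (ex 547, em 618 nm) to six Texas Red standard concentrations run on every plate, after 15 min room-temperature incubation in pH 8.0 Tris (100 mM).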
# Rhodamine autofl: qHTS Assay for Spectroscopic Profiling in Rhodamine Spectral Region. Rhodamine-region fluorescence, 547/598 nm, Tris buffer; active compounds read high. max dye-equivalent concentration, M. 59,000 tested, 0.05% active; in the data active = max dye-equivalent concentration above about 11 nM; inconclusive = between about 1.1 nM and that limit
#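 Read-out is relative fluorescence at 547 nm excitation and 598 nm emission, expressed as dye-equivalent concentration using rhodamine standards on every plate. Each compound was profiled across a concentration series after 15 min in 100 mM Tris, pH 8.0.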
# Caspase-1 inhib: qHTS Assay for Allosteric/Competitive Inhibitors of Caspase-1; AID 900, 2007; Caspase-1 enzyme, Ac-WEHD-AFC fluorogenic rate; 75,000 tested, 0.03% active; Potency, µM (titrated, usually from 57.5 µM), for inactives: top-dose activity change, negative = inhibition, hits mostly inhibitors; P29466;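 also: potency is read from the fitted curve at half-maximal effect; plate controls were vehicle for no effect and no substrate for full effect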
# Fluorescein fluor: qHTS Assay for Spectroscopic Profiling in Fluorescein Spectral Region. AID 593, 2007. Compound autofluorescence, 480/540 nm, fluorescein-equivalent; active compounds read high. max fluorescein-equivalent concentration, M. 59,000 tested, 0.91% active; in the data active = max fluorescein-equivalent concentration above about 10 nM; inconclusive = between about 1.1 nM and that limit
#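 Autofluorescence profiling; 100 mM Tris, pH 8.0; incubation 15 min at RT; ex/em 480/540 nm; result as fluorescein-equivalent concentration.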
# Luciferase inh: qHTS Assay for Inhibitors of Firefly Luciferase. Luciferin 4-monooxygenase (Photinus pyralis), P08659. purified firefly luciferase, luminescence, 8 min. Potency, µM (series often up to 57.1 µM), without a hit: at the highest dose activity change, negative = inhibition, most hits filed as inhibitors. AID 411, 2009. 72,000 tested, 2.2% active; also: potency is read from the fitted curve at half-maximal effect; % is scaled to controls: 0 for no effect and ±100 for the full control effect; nearly all actives have a fitted effect of over 40% in size
#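 Firefly luciferase (PKLight detection mix) with 10 uM ATP in pH 7.2 imidazole buffer (KCl, MgCl2, Tween 20, BSA). Compounds tested across a concentration series (qHTS). Luminescence read after 8 min at ambient temperature.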
# Tau filament bind: qHTS Assay for Tau Filament Binding | Microtubule-associated protein tau (Homo sapiens), P10636 | AID 596, 2007 | 71,000 tested, 2% active | recombinant tau filaments, thioflavin S fluorescence, 15 h; filaments grown with octadecylsulfate alongside compound | Potency, µM (titrated, usually from 57.1 µM), for inactives: at the top dose activity change, negative = inhibition;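 also: potency is read from the fitted curve at half-maximal effect; % is scaled to controls: 0 for no effect and ±100 for the full control effect; actives lower thioflavin S fluorescence by blocking filaments or displacing dye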
# Target sequence (P10636 whole entry, looked up): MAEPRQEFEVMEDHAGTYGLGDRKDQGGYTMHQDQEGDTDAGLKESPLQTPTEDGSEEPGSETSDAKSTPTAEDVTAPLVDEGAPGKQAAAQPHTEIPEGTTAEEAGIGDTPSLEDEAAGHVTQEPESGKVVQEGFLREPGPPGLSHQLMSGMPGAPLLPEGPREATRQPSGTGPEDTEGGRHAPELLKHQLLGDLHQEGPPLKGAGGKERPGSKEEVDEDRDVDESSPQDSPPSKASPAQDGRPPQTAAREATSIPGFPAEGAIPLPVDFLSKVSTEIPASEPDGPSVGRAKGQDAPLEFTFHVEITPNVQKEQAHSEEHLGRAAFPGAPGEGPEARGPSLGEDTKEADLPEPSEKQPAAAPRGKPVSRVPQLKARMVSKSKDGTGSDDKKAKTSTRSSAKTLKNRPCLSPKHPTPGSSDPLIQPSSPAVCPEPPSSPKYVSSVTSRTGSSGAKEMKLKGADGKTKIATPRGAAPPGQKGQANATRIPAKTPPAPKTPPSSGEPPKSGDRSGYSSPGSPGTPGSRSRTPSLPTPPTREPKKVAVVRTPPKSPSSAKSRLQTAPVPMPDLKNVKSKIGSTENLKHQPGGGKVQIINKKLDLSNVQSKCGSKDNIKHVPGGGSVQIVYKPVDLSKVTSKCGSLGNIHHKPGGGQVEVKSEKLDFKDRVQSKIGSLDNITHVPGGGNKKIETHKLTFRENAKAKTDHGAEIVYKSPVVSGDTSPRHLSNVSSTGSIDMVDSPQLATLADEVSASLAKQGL
#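 Recombinant tau protein (human, 1 uM final) plus 30 uM ODS in HEPES pH 7.4 with NaCl, DTT and thioflavine S. Compound present from the start; fluorescence at 510 nm after 15 h, 37 C.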
# A350 autofl: qHTS Assay for Spectroscopic Profiling in A350 Spectral Region. 59,000 tested, 11% active. AID 590, 2007. Compound autofluorescence, 340/450 nm, Alexa 350 dye-equivalents; active compounds read high. max dye-equivalent concentration, M; in the data active = max dye-equivalent concentration above about 10 nM; inconclusive = mostly about 1.1 nM to 9.6 nM
# An asterisk follows results filed as active; i = inactive; ? = inconclusive; nt = not tested or not shown; [ ] = another dose, or the depositor's remark. Unless noted, calls follow the shape of the dose curve; as a rule, active = well fitted curve in the direction sought with a large enough effect; inconclusive = small, poorly fitted or top-dose-only effect, or another doubt; inactive = no such curve, though single readings can be large; an effect the other way counts as inactive or inconclusive.
SMILES,Casp7 inh,ERK AVP block,HEK293 cAMP ctrl,4-MU autofl,Texas Red fluor,Rhodamine autofl,Caspase-1 inhib,Fluorescein fluor,Luciferase inh,Tau filament bind,A350 autofl
CCOC(=O)c1sc(NC(=O)C(CC)Sc2nnc3c4ccccc4n(CC)c3n2)nc1C (stereo not given),-2%,-10%,-16%,3.6e-08M*,i,i,-3%,i,0%,-2%,3.4e-08M*
CCOC(=O)C1=C(CNCCc2ccc(Cl)cc2)NC(=O)NC1c1ccc2c(c1)OCO2 (stereo not given),-4%,?,22%,i,i,i,2%,i,0%,-23%,i
CCOC(=O)C1CCN(c2ncnc3c2oc2ccc(Cl)cc23)CC1,-3%,-9%,25µM*,i,?,i,1%,i,2%,85%,i
Cc1ccc(Cl)cc1N1CCN(C(=O)C2CCN(S(=O)(=O)c3cccnc3)CC2)CC1,-2%,-22%,16%,i,i,i,-4%,i,0%,9%,i
N#Cc1cccc(NC(=O)CC2CCCCC2)c1,1%,0%,?,nt,nt,nt,-7%,nt,1%,3%[11.4 µM],nt
CS(=O)(=O)N1CCC2(CCCN(C(=O)Nc3ccccc3)C2)CC1,-1%,0%,13%,i,i,i,-1%,i,-2%[11.4 µM],-2%,i
COc1ccc(NC(=O)N2CCC3(CC2)CCN(S(=O)(=O)c2ccccc2)CC3)cc1,-1%,-1%,-7%,i,i,i,-2%,?,-2%[11.4 µM],-2%,i
NCCNc1ncnc2ccc(Cl)cc12,0%[11.5 µM],-6%[11.5 µM],7%[11.4 µM],i,i,i,0%[11.5 µM],?,2%[11.4 µM],0%[11.4 µM],i
Cc1ccc(-n2c(SCC(N)=O)nnc2-c2ccccn2)cc1C,-2%,-14%,-19%,i,i,i,2%,?,0%,-12%,i
CCOC(=O)N1CCN(C(=O)N2CCOCC2)CC1,-2%,-12%,6%,i,i,i,0%,?,2%,-7%,?
COC(=O)[C@H](CCSC)NC(=O)Nc1ccc(OC)cc1,-1%,-6%,1%,i,i,i,-2%,?,2%,-3%,i
CC(=O)c1ccc(NC(=O)CSc2nc3nc(C)cc(C)n3n2)cc1,3%,nt,-9%,nt,nt,nt,-4%,nt,0%,-1%,nt
COc1cccc(-c2cc(C(=O)NC3CCCC3)no2)c1,0%,16%,?,i,i,i,0%,i,16µM*,0%,i
Cc1noc(C)c1S(=O)(=O)N(CCc1ccccc1)Cc1ccccc1,-1%,22%,?,i,i,i,-1%,i,-2%,-6%,i
c1ccc2c(c1)oc1c(Nc3ccc(CN4CCOCC4)cc3)ncnc12,-1%,20µM*,15%,i,i,i,-3%,i,16µM*,-14%,?
Cc1ccc(C(=O)O)cc1S(=O)(=O)NCC1CCCO1 (stereo not given),1%,-3%,7%,i,?,i,-1%,i,3%,-2%,i
COC(=O)[C@H](C)NC(=O)NCc1ccco1,0%,-5%,4%,i,?,i,-2%,i,2%,8%,i
CCCS(=O)(=O)N1CCCC(C(=O)NCCN(C)Cc2ccccc2)C1 (stereo not given),-2%,18%,5%,i,i,i,3%,i,1%,12%,i
O=C(Nc1cccc(Br)c1)c1cc2ccccc2o1,-2%,?,25µM*,nt,nt,nt,-6%,nt,7.9µM*,154%,nt
COc1cccc(N2CCN(c3ncccn3)CC2)c1,-1%,3%,-3%,nt,nt,nt,-2%,nt,-15%,-3%,nt
COc1ccc2c(c1)OC(O)(C(F)(F)F)CC2=O (stereo not given),1%,-2%,-10%,nt,nt,nt,0%,nt,0%,10%,nt
COc1ccc(-c2noc(-c3ccccc3C(=O)NCc3ccco3)n2)cc1,2%,-15%,16µM*,i,i,i,-3%,i,-23%,102%,i
CCC(C)(C)NC(=O)C(OC(=O)c1cc2sccc2n1C)c1ccc(OC)cc1 (stereo not given),-2%,-5%,?,i,i,i,0%,i,2%,0%,i
COc1ccc(OC)c(NC2=NC3(CCCC3)N=C(N)N2)c1,-1%,-9%,2%,i,i,i,0%,?,0%,3%,i

# An excerpt from above, limited to Luciferase inh and Texas Red fluor.
SMILES	Luciferase inh	Texas Red fluor
COc1cccc(N2CCN(c3ncccn3)CC2)c1	-15%	nt
COC(=O)[C@H](C)NC(=O)NCc1ccco1	2%	?
COc1ccc2c(c1)OC(O)(C(F)(F)F)CC2=O (stereo not given)	0%	nt

# The listing continues:
SMILES,Casp7 inh,ERK AVP block,HEK293 cAMP ctrl,4-MU autofl,Texas Red fluor,Rhodamine autofl,Caspase-1 inhib,Fluorescein fluor,Luciferase inh,Tau filament bind,A350 autofl
COc1ccc(OC)c(NC(=O)CSc2nnc(Cc3cccn3C)n2CCc2ccccc2)c1,-1%,16%,26%,i,i,i,-3%,i,1%,10%,i
CC12C=CC3(CN(Cc4ccccc4)C(=O)C3C1C(=O)NC1CC1)O2 (stereo not given),0%,3%,-3%,i,i,i,1%,i,2%,85%,i
O=C(Nc1ccccc1)N1CC[C@@]2(CCCN(C(=O)c3cccc(F)c3)C2)C1,0%,-12%,-9%,i,i,i,-3%,i,0%[11.4 µM],-2%,i
Cc1[nH]c(=S)[nH]c(=O)c1Cc1ccccc1,1%,-17%,-5%,i,i,i,-1%,i,1%,8%,i
COC(=O)c1cc(=O)nc2sc(-c3ccc(F)cc3)nn12,0%,-9%,-2%,i,i,i,2%,i,-2%,14%,?
CN(c1cccc(NS(=O)(=O)c2cccs2)c1)S(C)(=O)=O,1%,-11%,1%,i,i,i,2%,i,-1%,3%,i
CC(C)NC(=O)C1CCN(Cc2cnn(-c3ccccc3)c2-n2cccc2)CC1,-1%,4%,6%,i,?,i,-4%,i,-1%,-2%,i
COc1cc(C2NC(=O)NC(C)=C2C(=O)OCc2ccc(C)cc2)cc(OC)c1O (stereo not given),-3%,-24%,-9%,nt,nt,nt,-2%,nt,-1%,-2%,nt
COc1cccc(Nc2c(F)c(OC)c(F)c(F)c2C(=O)O)c1,1%,-6%,?,i,i,i,-2%,i,2%,-3%,i
CC1(C)CC(=O)C=C(Nc2cccc(O)c2)C1,-4%,-2%,2%,nt,nt,nt,-6%,nt,1%,6%,nt
CC(C)COC(=O)CCn1[nH]c(=O)c2ccccc2c1=O,-2%,5%,-14%,i,?,i,-1%,i,?,-16%,?
Nn1cc(-c2ccccc2)nc1SCC(=O)NCCN1C(=O)CSC1=O,1%,-27%,2%,i,i,i,-2%,i,-1%,4%,i
COc1ccc(CNC(=O)CSc2nc3nc(C)cc(C)n3n2)cc1,0%,-3%,3%,i,i,i,0%,i,4%,-3%,i
CCCC(=O)c1cc2cc(Cl)ccc2oc1=O,0%,22%,?,i,i,i,1%,i,5%,148%,?
CN1CCC(NC(=O)c2cccs2)CC1,1%,nt,5%,nt,nt,nt,-6%,nt,-3%,5%,nt
CCC(C)c1c(O)nc(SCC(=O)N2CCOCC2)[nH]c1=O (stereo not given),-2%,-24%,16%,nt,nt,nt,-2%,nt,3%,-11%,nt
Cc1ccc2c(c1)N(CC(=O)N(Cc1ccc3c(c1)OCO3)CC1CCCO1)C(=O)C(C)O2 (stereo not given),-1%,0%,20µM*,i,i,i,0%,i,-1%,-11%,i
O=C(CSc1nc2ccccc2s1)Nc1ncccn1,-3%,-8%,8%,i,i,i,-2%,?,-12%,15%,i
Cc1nc(SCC(=O)N2CCC(C(N)=O)CC2)n[nH]1,-2%,11%,8%,i,i,i,-2%,i,2%,-7%,i
COc1cc(C(=O)N2CCC(NC(=O)C(Cc3ccc(C)cc3)NC(C)=O)CC2)cc(OC)c1OC (stereo not given),1%[0.00368 µM],4%,1%,i,i,i,-5%,?,3%,-12%,?
CCOc1ccccc1NC1c2ccccc2C(=O)N1c1ccc(C)cn1 (stereo not given),-2%,-21%,11%,nt,nt,nt,-2%,nt,5%,22%,nt
CC1Cc2nc(SCC(=O)NCC3CCCO3)n(Cc3ccccc3)c(=O)c2S1 (stereo not given),1%,23%,11%,i,i,i,1%,?,1%,6%,i
O=C1Nc2c(Br)cc(Br)cc2C1(O)N1CCOCC1 (stereo not given),-1%,2%,5%,i,i,i,-3%,?,-3%,-20%,i
COc1ccc2oc(-c3ccccc3)c(C(N)=O)c2c1,0%,-10%,?,nt,nt,nt,0%,nt,-13%,354%,nt
CC1(C)Cc2c(c(-c3ccccc3Cl)[nH]c(=O)c2C#N)CO1,nt,nt,nt,?,i,i,nt,i,0%[25.5 µM],nt,?
CS(=O)(=O)NC1c2cccc3cccc(c23)C1Sc1nncn1/N=C/c1ccco1 (stereo not given),-2%,14%,3%,i,i,i,0%,?,2%,2%,i

# Some of the compounds tested, so the mix of outcomes need not match the whole.
